A3G deaminase: APOBEC3G (human) deaminase inhibition | Q9HC16 | recombinant A3G, ssDNA deamination FAM/TAMRA fluorescence | inhibition, % at 20 µM | hit rate 0.28% among 330,000;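 active = inhibition of at least 40% at 20 µM, with no more than 30% in the related APOBEC3A deaminase screen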;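 note: plate controls were DMSO wells with A3G for no effect and wells lacking A3G enzyme for full effect; some compounds called inactive have numbers as strong as hits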
Gli-Sufu antag: blocks Gli-Sufu signaling in a luciferase reporter. AID 588413. hit rate 0.74% among 340,000. inhibition, % at 5 µM. Sufu-KO-LIGHT fibroblasts, Gli luciferase reporter luminescence;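 active = inhibition above about 55%, limit read from the data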;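 note: 0% = DMSO-treated cells and 100% = wells with medium but no cells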
CXCR6 block: inhibitors of human CXCR6 receptor. CHO-K1 PathHunter CXCR6 beta-arrestin, luminescence. hit rate 0.36% among 360,000. O00574. inhibition, % at 20 µM; in the data active = inhibition above about 34%, passing the limit was not always enough;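 note: antagonist mode with CXCL16 agonist at 10 nM final; 0% = 10 nM CXCL16 with DMSO and 100% = unstimulated wells without agonist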
NR3A LBD binder: modulators (binders) of human NR3A ligand-binding domain; NR3A LBD differential scanning fluorimetry, Tm shift; 0% = protein alone, 100% = glycine-bound protein; Tm shift relative to glycine control, % at 25 µM; hit rate 2.5% among 340,000;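 active = melting temperature shift of at least 10% of the positive control shift, at one fixed dose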
A3A deaminase: human APOBEC3A DNA deaminase inhibition. hit rate 0.41% among 330,000. P31941. AID 493011. inhibition, % at 20 µM. recombinant A3A, FAM/TAMRA ssDNA deamination fluorescence;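 active = at least 40% inhibition at 20 µM here, with at most 30% in a related deaminase screen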;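 note: plate controls were A3A with DMSO for no effect and wells lacking A3A enzyme for full effect; some results filed as inactive read as strong as hits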
Target sequence (P31941 whole entry, looked up): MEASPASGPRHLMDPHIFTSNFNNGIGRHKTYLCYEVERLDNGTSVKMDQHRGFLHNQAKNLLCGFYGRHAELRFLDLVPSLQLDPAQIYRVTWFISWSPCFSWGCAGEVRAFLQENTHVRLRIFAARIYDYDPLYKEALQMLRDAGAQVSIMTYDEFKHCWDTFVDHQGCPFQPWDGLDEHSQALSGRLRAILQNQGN
MPTP inh: inhibitors of mitochondrial permeability transition pore; hit rate 1.4% among 360,000; inhibition, % at 10 µM; AID 602449; isolated mouse mitochondria, Ca2+ swelling absorbance, 30 min;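 active = inhibition of 50% or more, scaled per plate between neutral and stimulator controls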;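 note: 0% = DMSO wells given calcium and 100% = 1 mM EGTA wells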
EBI2 block: antagonists of human EBI2 receptor; inhibition, % at 5 µM; EBI2 beta-arrestin recruitment, luminescence, 7a,25-OHC stimulated; P32249; hit rate 0.81% among 360,000; AID 651636; in the data active = inhibition above about 38%;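 note: enzyme fragment complementation signal reports receptor beta-arrestin coupling in cells; 0% = agonist plus DMSO wells and 100% = wells without agonist; some results beyond the cut were filed as inactive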
Target sequence (P32249 whole entry, looked up, the tested form may be a part): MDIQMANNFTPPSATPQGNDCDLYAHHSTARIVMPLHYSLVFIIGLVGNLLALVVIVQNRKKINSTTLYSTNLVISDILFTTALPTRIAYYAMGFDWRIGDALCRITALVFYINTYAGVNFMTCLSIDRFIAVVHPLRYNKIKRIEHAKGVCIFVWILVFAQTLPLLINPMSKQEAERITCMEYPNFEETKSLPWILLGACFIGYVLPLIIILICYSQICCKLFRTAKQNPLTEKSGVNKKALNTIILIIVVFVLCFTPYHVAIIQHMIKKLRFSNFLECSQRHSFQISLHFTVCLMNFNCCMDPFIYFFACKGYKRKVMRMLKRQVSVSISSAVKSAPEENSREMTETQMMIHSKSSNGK
CCR6 antag: blocks CCL20-driven beta-arrestin recruitment at human CCR6; hit rate 0.49% among 340,000; CHO-K1 CCR6 PathHunter beta-arrestin, luminescence, CCL20-stimulated; AID 493098; P51684; inhibition, % at 20 µM;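 active = compounds whose inhibition of the agonist-driven luminescence signal at 20 µM reaches about 50%, limit read from the data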;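 note: cells stimulated with CCL20 at 14 nM final; plate controls were DMSO with CCL20 for no effect and DMSO without agonist for full effect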
Target sequence (P51684 whole entry, looked up): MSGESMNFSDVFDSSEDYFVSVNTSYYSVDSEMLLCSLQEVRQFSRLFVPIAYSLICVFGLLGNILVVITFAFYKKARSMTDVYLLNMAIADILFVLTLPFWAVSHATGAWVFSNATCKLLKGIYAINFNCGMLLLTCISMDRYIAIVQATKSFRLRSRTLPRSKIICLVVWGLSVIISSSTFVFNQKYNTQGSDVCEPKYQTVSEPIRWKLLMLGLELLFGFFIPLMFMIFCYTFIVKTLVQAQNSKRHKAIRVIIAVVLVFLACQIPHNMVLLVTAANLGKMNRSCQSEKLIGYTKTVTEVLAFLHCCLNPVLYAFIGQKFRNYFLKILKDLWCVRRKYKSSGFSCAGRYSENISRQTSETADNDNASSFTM
Numbers without * were called inactive; . = not tested or not shown.

SMILES	A3G deaminase	Gli-Sufu antag	CXCR6 block	NR3A LBD binder	A3A deaminase	MPTP inh	EBI2 block	CCR6 antag
CCOc1ccc(OCC(=O)OCC(=O)Nc2ccc3[nH]c(=O)[nH]c3c2)cc1	-1	4	5	4	0	-0.1	4	-2
O=C(O)CCC(=O)N1N=C(c2ccccc2)CC1c1cccs1 (centres undefined)	-2	15	14	-1	-2	0.0	1	-1
CCCCN(CCCC)C(=O)CSc1nnc2n(C)c(=O)c3c4c(sc3n12)CCCC4	.	-34	17	-2	.	-6.0	9	-16
COc1cc(/C=N/N=C(/C(=O)c2ccccc2)c2ccccc2)cc(OC)c1O	-3	4	4	-11	2	2.7	19	21
Cc1ccc(-c2cc(-c3c(C)nn(C)c(=O)c3N)[nH]n2)cc1	12	-5	-11	0	2	6.5	6	-11
Cn1c(CCc2ccc(N)cc2)nc2ccccc21	-5	-47	4	-5	1	-2.3	-10	-1
COC(=O)c1ccc(NC(=O)COc2ccc(S(=O)(=O)NC(C)(C)C)cc2)cc1	-4	2	-3	-18	0	0.4	-3	16
O=C(NC1CCCC1)C1CCC(CNS(=O)(=O)c2ccc(F)cc2)CC1 (centres undefined)	-2	0	-2	1	-1	1.2	7	9
CC1CCc2cc(F)ccc2N1C(=O)CN1C(=O)c2ccccc2C1=O (centres undefined)	-4	1	-6	2	-1	1.1	3	7
O=C(Nc1ccc(S(=O)(=O)NCc2ccco2)cc1)c1ccc2ccccc2n1	3	-3	-10	-6	2	-0.7	9	13
COCCN1CCN(C(=O)C2CCC(=O)N(CCCc3ccccc3)C2)CC1 (centres undefined)	-3	26	-5	1	2	1.5	10	3
Cc1nn2c(-c3cccc(NC(=O)CN4CCOCC4)c3)nnc2c2ccccc12	9	2	.	-2	8	.	.	-1
CC(C)c1onc(C(=O)Nc2cccnc2Cl)c1[N+](=O)[O-]	-3	-17	-6	1	0	-0.4	6	-2
Cc1cc(C)c(C#N)c(SCC(=O)Nc2ccccc2C)n1	-6	0	3	0	1	-0.8	-5	8
CC(C)c1ccccc1-n1c(SCC(=O)c2ccc3c(c2)NC(=O)CO3)nc2ccccc2c1=O	-7	3	-2	-2	-2	0.9	28	5
Cc1cc(S(=O)(=O)NCC(C)C)ccc1OCC(=O)N1CCOCC1	-5	-1	-2	1	-3	-0.1	3	20
CC1Cc2ccccc2N1Cc1cccc(S(=O)(=O)N(C)C)c1 (centres undefined)	-9	22	3	-7	-6	-0.6	-2	14
O=C(COc1ccc(Cl)cc1Cl)N1CCCN(C(=O)COc2ccc(Cl)cc2Cl)CC1	-3	-3	-2	5	1	1.2	37	-1
Cn1c(=O)n(C)c2cc(/C=C3/NC(=O)N(Cc4ccccc4)C3=O)ccc21	-4	23	-2	2	-1	1.2	2	8
COc1ccc(Oc2coc3cc(OC(=O)c4cccs4)ccc3c2=O)cc1	-6	-6	-8	0	-3	1.0	2	4
CCc1nc(SCC(=O)Nc2cc(C)on2)c2c(C)c(C)sc2n1	-7	6	8	2	-3	-2.0	-5	12
C/C=C(\C)C(=O)Nc1cccc(C2=NOC3(C2)C[C@@H](C(N)=O)N(C(=O)/C(C)=C/C)C3)c1 (some centres undefined)	-11	-7	-4	-1	-3	-0.9	-1	-6
c1ccc(CCN2CCN(c3ncnc4c3cnn4-c3ccccc3)CC2)cc1	-5	2	2	-1	-1	1.7	27	-14
CC1=Nn2c(nnc2-c2ccco2)SC1	-4	-25	0	-3	-3	-1.5	8	0
COc1ccc(OC)c(Nc2nc(N)nc(CCl)n2)c1	-2	-9	-20	1	0	1.4	8	8
Cc1nc2ccccc2nc1OCC(=O)NCc1ccc2c(c1)OCO2	-5	-24	2	2	-3	0.0	-2	8
COc1ccc(-c2cccc(NC(=O)c3ccco3)c2)nn1	7	-2	-7	43*	1	-0.1	1	-16
CCCn1c(SCC(=O)Nc2ccc(OC)cc2[N+](=O)[O-])n[nH]c1=O	-2	-1	5	1	10	1.0	6	-10
COc1ccc(OC)c(S(=O)(=O)N(C)CC(=O)N2CCc3ccccc3C2)c1	-4	0	5	1	-3	0.8	-25	12
CC(=O)Nc1nnc(SCc2ccccc2F)s1	-7	-33	-1	0	-1	0.0	-3	-7
c1cc(CNc2ccc3c(c2)OCCO3)ccn1	3	20	-2	0	-1	-1.7	10	-6
CSc1ccccc1NC(=O)c1cc(Cl)sc1Cl	-7	5	-14	2	-3	-0.5	0	18
Cc1csc(=O)n1CCC(=O)OCC(=O)Nc1cccc(C#N)c1	-8	-7	1	2	1	-1.3	-12	6
CCC(C)N(C)C1CCN(C(=S)Nc2cccc(SC)c2)CC1 (centres undefined)	-7	25	2	-2	-1	0.6	-3	8
COc1cccc(NC(=O)N2CCN(S(C)(=O)=O)CC2)c1	-2	-1	4	-3	2	0.1	0	0
COc1cccc(N(CC(=O)NC2CCCC2)C(=O)Cn2nnc(-c3ccc(C)cc3)n2)c1	-6	4	4	-5	1	0.5	8	4
CCN(C(=O)c1cn(C)c(=O)c2cc(OC)c(OC)cc12)c1ccccc1C	-3	5	-8	-2	-3	47	-5	1
COc1cccc(-n2c(SCC(=O)NCCC3=CCCCC3)nc3n[nH]c(C)c3c2=N)c1	-6	10	.	-10	-3	.	.	7
COc1ccc(NC(=O)CSc2ncnc3c2cnn3Cc2ccccc2)cc1OC	-5	5	-1	1	2	25	4	-2
COc1ccc(NC(=O)Nc2ccc(C(=O)N3CCOCC3)cc2)c(OC)c1	-6	-2	0	1	-1	-1.9	3	9

Some of the entries so far, with two lines to a compound.
The line under a structure holds: A3G deaminase | Gli-Sufu antag | CXCR6 block | NR3A LBD binder | A3A deaminase | MPTP inh | EBI2 block | CCR6 antag
> Cc1nc2ccccc2nc1OCC(=O)NCc1ccc2c(c1)OCO2
→ -5 | -24 | 2 | 2 | -3 | 0.0 | -2 | 8
> COc1ccc(-c2cccc(NC(=O)c3ccco3)c2)nn1
→ 7 | -2 | -7 | 43* | 1 | -0.1 | 1 | -16
> CCCn1c(SCC(=O)Nc2ccc(OC)cc2[N+](=O)[O-])n[nH]c1=O
→ -2 | -1 | 5 | 1 | 10 | 1.0 | 6 | -10
> COc1ccc(OC)c(S(=O)(=O)N(C)CC(=O)N2CCc3ccccc3C2)c1
→ -4 | 0 | 5 | 1 | -3 | 0.8 | -25 | 12
> CC(=O)Nc1nnc(SCc2ccccc2F)s1
→ -7 | -33 | -1 | 0 | -1 | 0.0 | -3 | -7
> c1cc(CNc2ccc3c(c2)OCCO3)ccn1
→ 3 | 20 | -2 | 0 | -1 | -1.7 | 10 | -6
> CSc1ccccc1NC(=O)c1cc(Cl)sc1Cl
→ -7 | 5 | -14 | 2 | -3 | -0.5 | 0 | 18
> Cc1csc(=O)n1CCC(=O)OCC(=O)Nc1cccc(C#N)c1
→ -8 | -7 | 1 | 2 | 1 | -1.3 | -12 | 6
> CCC(C)N(C)C1CCN(C(=S)Nc2cccc(SC)c2)CC1 (centres undefined)
→ -7 | 25 | 2 | -2 | -1 | 0.6 | -3 | 8
> COc1cccc(NC(=O)N2CCN(S(C)(=O)=O)CC2)c1
→ -2 | -1 | 4 | -3 | 2 | 0.1 | 0 | 0
> COc1cccc(N(CC(=O)NC2CCCC2)C(=O)Cn2nnc(-c3ccc(C)cc3)n2)c1
→ -6 | 4 | 4 | -5 | 1 | 0.5 | 8 | 4
> CCN(C(=O)c1cn(C)c(=O)c2cc(OC)c(OC)cc12)c1ccccc1C
→ -3 | 5 | -8 | -2 | -3 | 47 | -5 | 1
> COc1cccc(-n2c(SCC(=O)NCCC3=CCCCC3)nc3n[nH]c(C)c3c2=N)c1
→ -6 | 10 | . | -10 | -3 | . | . | 7
> COc1ccc(NC(=O)CSc2ncnc3c2cnn3Cc2ccccc2)cc1OC
→ -5 | 5 | -1 | 1 | 2 | 25 | 4 | -2
> COc1ccc(NC(=O)Nc2ccc(C(=O)N3CCOCC3)cc2)c(OC)c1
→ -6 | -2 | 0 | 1 | -1 | -1.9 | 3 | 9

The list continues.
SMILES	A3G deaminase	Gli-Sufu antag	CXCR6 block	NR3A LBD binder	A3A deaminase	MPTP inh	EBI2 block	CCR6 antag
CC(=O)c1cn(CC(=O)Nc2c(C)cccc2C)c2ccccc12	-1	-9	-2	-4	-4	17	5	15
COc1cc(NCc2ccccc2)c2ncn(Cc3ccccc3)c2c1	-6	1	6	-2	-5	-0.4	-1	11
CCN1CCN(CCCN(Cc2cccs2)C(=S)Nc2ccccc2C)CC1	-3	13	-3	-2	-3	-0.6	-10	7
COc1cc(OC)cc(C(=O)Nn2cc(C(=O)Nc3ccccc3F)c3ccccc3c2=O)c1	-6	-13	-8	-8	-1	-0.3	-5	20
CC(C)(C)NC(=O)C(OC(=O)c1ccco1)c1ccc(Cl)cc1 (centres undefined)	-5	0	6	2	-3	2.0	-1	27
Cc1ccc(NC(=S)NCC2CCCO2)c(OC(F)F)c1 (centres undefined)	-5	-4	-5	-2	-7	-1.0	-9	2
Cc1nc(NC(=O)c2ccccc2)sc1C1(C)CC(c2ccccc2F)=NO1 (centres undefined)	-10	-7	3	-14	-3	-0.3	-1	7
Cc1cc(C(=O)NNC(=O)c2ccc(Cl)cc2)no1	-8	1	4	0	-3	1.5	5	9
COc1ccc(-c2nc(C#N)c(NCC3CCCO3)o2)cc1 (centres undefined)	10	-22	0	2	4	0.5	17	12
OCC1CCCN(C(=S)NCCc2ccccc2)C1 (centres undefined)	-4	-46	-3	0	-2	6.1	-4	8
CCCCC(=O)N1CCCC(c2nc(-c3cccc(OC)c3)no2)C1 (centres undefined)	-9	-53	12	0	-3	-1.5	14	19
Cc1cccc(C)c1NC(=O)NC1(C(=O)NCCCN2CCOCC2)CCCCC1	-4	8	8	1	-3	-3.0	3	-1
O=C1NC(c2cn(-c3ccccc3)nc2-c2cccs2)C(C(=O)c2cccnc2)C(O)(C(F)(F)F)N1 (centres undefined)	-5	5	-5	1	-4	-1.0	-14	24
COc1ccc(CCNC(=O)CCC(=O)n2ncc3ccc(Cl)cc32)cc1OC	-6	7	8	2	-3	-0.4	-2	-7
COc1ccc(C2C3=C(CC(C)(C)CC3=O)N(C)C3=C2C(=O)CC(C)(C)C3)cc1	-7	11	4	-4	2	-0.5	-2	-9
CCOC(=O)CSc1nnc(CNc2ccc(Cl)cc2)n1-c1ccccc1	-9	0	7	4	4	2.6	1	9
Cc1ccc(-c2nc3ccc(C(=O)O)cc3nc2-c2ccc(C)cc2)cc1	-5	2	7	-1	1	9.1	-3	27
COc1ccc(CNC(=O)[C@H](C)NC(=O)C2CCN(C(=O)[C@@H](N)Cc3ccccc3)CC2)cc1	-10	8	-2	-2	-4	1.3	0	1
COc1cccc(OC)c1NC(=O)c1nc2c(nnn2Cc2ccccc2Cl)c(=O)[nH]1	-3	7	-3	1	-3	-0.2	-6	-4
COc1ccc(C(=O)Nc2ccccc2C(=O)Nc2ccccn2)cc1	-9	-7	-19	1	4	0.7	-7	9
O=C(O)CCCCCn1c(SCC(=O)c2ccc(O)c(O)c2)nc2ccsc2c1=O	-6	-25	7	2	-3	0.9	-3	5
CCN(CC)CC(C)(C)C(=O)/C=C/c1ccc(/C=C/C(=O)C(C)(C)CN(CC)CC)cc1	.	37	98*	0	.	1.4	78*	113*
N/C(=N\NS(=O)(=O)c1ccccc1C(F)(F)F)c1ccccn1	2	0	1	-1	-2	1.4	-2	-16
COc1cccc(Oc2ncnc(N)c2[N+](=O)[O-])c1	-5	7	-10	0	0	0.3	-29	-8
COc1ccc(NC(=O)c2ccc(N(C)S(C)(=O)=O)cc2)cc1OC	-4	-4	-4	0	-2	0.8	-13	-8
O=C(Nc1ccc2cccnc2c1)c1ccc(Br)cc1	-6	-28	3	1	-9	1.2	8	13
COC(=O)Nc1ccc(NC(C)=O)cc1	-11	-1	-6	0	-5	0.8	-1	15
CCn1nc(C)c([N+](=O)[O-])c1C(=O)NNC(=O)c1ccccc1Cl	-8	2	-5	0	-5	0.4	-11	-4
CCCCNC(=S)NC(=O)c1ccc(Cl)cc1Cl	-2	-20	-1	3	-12	0.1	-8	-1

Compound activity deposited in PubChem BioAssay by Sanford-Burnham Center for Chemical Genomics.
